Compound activity deposited in PubChem by National Center for Advancing Translational Sciences (NCATS).
rTrxR1 inhibitor = qHTS Assay for Inhibitors of Mammalian Selenoprotein Thioredoxin Reductase 1 (TrxR1): qHTS | Thioredoxin reductase 1, cytoplasmic (Rattus norvegicus), O89049 | recombinant rTrxR1, NADPH fluorescence consumption, selenite substrate | Potency, µM (top dose mostly 114 µM), for the others: at the highest dose activity change, negative = inhibition, usual class: inhibitors | 1% of 390,000 active | AID 588453, 2011; note: potency is the fitted concentration of half-maximal effect; % is set by controls: 0 for no effect and ±100 for the full control effect; nearly all actives have a fitted effect of over 65% in size
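Rat TrxR1 (90 nM in the dispensed reagent) was pre-reduced with 400 uM NADPH for 5 min at room temperature, then incubated with compound for 15 min. After 400 uM selenite was added, NADPH fluorescence (Ex 340/Em 450 nm) was followed for 8 min.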
PGK inhibitor = qHTS Assay to Find Inhibitors of Phosphoglycerate Kinase | Phosphoglycerate kinase, glycosomal (Trypanosoma brucei brucei), P07378 | PGK/GAPDH coupled, Kinase-Glo luminescence, 60 min | Potency, µM (doses to about 57.5 µM), inactives show at the highest dose activity change, negative = inhibition, most hits filed as inhibitors | 0.043% of 380,000 active | AID 602233, 2012; note: potency is the fitted concentration of half-maximal effect; % is set by controls: 0 for no effect and ±100 for the full control effect; nearly all actives have a fitted effect of over 60% in size
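Recombinant glycosomal PGK reaction used 1,3-bisphosphoglycerate generated in-well by GAPDH (100nM final) in 100mM TEA pH 7.6, 5mM MgCl2, 0.01% Tween-20. After 60 minutes at room temperature, ATP was read by Kinase-Glo Plus luminescence end-point.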
mIDH1 inhibitor = qHTS for Inhibitors of mutant isocitrate dehydrogenase 1 (IDH1): qHTS; Isocitrate dehydrogenase [NADP] cytoplasmic (Homo sapiens), O75874; Potency, µM (titrated, usually from 76.6 µM), for the others: top-dose activity change, negative = inhibition, hits mostly inhibitors; 0.093% of 390,000 active; IDH1-R132H enzyme, NADPH consumption, diaphorase/resazurin fluorescence; note: potency is the fitted concentration of half-maximal effect; % is set by controls: 0 for no effect and ±100 for the full control effect; nearly all actives have a fitted effect of over 65% in size
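IDH1-R132H (0.5 ug/mL) preincubated 30 min with compound, then NADPH (0.016 mM) and alpha-KG (2 mM) added; 80 min at RT, pH 7.5. Remaining NADPH coupled via diaphorase/resazurin to fluorescence (540/590 nm); concentration-response curves normalized to no-enzyme control.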
USP1-UAF1 inh = Inhibitors of USP1/UAF1: Primary Screen; Potency, µM (series often up to 57.1 µM), for inactives: at the top dose activity change, negative = inhibition, usual class: inhibitors; recombinant USP1/UAF1, Ub-Rhodamine cleavage fluorescence; 0.23% of 390,000 active; note: potency is the fitted concentration of half-maximal effect; % is set by controls: 0 for no effect and ±100 for the full control effect; nearly all actives have a fitted effect of over 60% in size; inactives centre near -12
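USP1/UAF1 complex at 1 nM was preincubated with compound for 15 min at room temperature, then Ub-Rho substrate (150nM final) was added. Fluorescence (480/540 nm) was read kinetically, 6 reads every 60 seconds.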
HP1b chromo inh = HTS for Inhibitors of HP1-beta Chromodomain Interactions with Methylated Histone Tails; Chromobox protein homolog 1 (Homo sapiens), P83916; AlphaScreen HP1-beta / biotin-H3K9me3 peptide binding; Potency, µM (top dose mostly 114 µM), for inactives: top-dose activity change, negative = inhibition, most hits filed as inhibitors; 0.56% of 390,000 active; note: potency is the fitted concentration of half-maximal effect; nearly all actives have a fitted effect of over 70% in size; inactives centre near 23
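AlphaScreen: HP1-beta (50 nM) preformed 30 min with biotin-H3(1-18)K9me3 peptide (50 nM) in PBS pH 7.4, 0.01% Tween-20. Compound added for 30 min at RT, then streptavidin donor/nickel chelate acceptor beads (10 ug/mL) for 30 min.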
GLS inh = qHTS for Inhibitors of Glutaminase (GLS). Glutaminase kidney isoform, mitochondrial (Homo sapiens), O94925. Potency, µM (doses to about 45.5 µM), without a hit: top-dose activity change, negative = inhibition, most hits filed as inhibitors. AID 624170, 2012. GLS enzymatic activity, qHTS titration. 0.21% of 410,000 active; note: potency is the fitted concentration of half-maximal effect; % is set by controls: 0 for no effect and ±100 for the full control effect
Target sequence (O94925 whole entry, looked up, canonical isoform): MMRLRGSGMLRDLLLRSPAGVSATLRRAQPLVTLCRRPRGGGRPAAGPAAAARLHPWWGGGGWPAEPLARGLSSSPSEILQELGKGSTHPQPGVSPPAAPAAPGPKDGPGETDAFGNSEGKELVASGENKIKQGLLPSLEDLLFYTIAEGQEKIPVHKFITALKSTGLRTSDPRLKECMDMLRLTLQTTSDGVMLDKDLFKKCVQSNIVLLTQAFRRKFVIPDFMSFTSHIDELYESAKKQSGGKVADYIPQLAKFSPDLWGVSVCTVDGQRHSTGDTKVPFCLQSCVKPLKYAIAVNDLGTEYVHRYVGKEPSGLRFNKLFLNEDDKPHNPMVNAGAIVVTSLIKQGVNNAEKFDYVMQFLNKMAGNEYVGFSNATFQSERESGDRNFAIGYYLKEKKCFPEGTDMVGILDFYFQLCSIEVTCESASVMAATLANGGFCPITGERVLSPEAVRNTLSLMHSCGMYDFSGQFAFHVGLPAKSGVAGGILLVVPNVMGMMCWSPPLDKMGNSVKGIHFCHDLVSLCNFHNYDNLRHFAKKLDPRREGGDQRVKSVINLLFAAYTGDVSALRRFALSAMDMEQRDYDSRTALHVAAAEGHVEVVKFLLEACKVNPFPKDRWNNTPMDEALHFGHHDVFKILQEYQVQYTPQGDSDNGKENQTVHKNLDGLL
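Coupled fluorescence readout: glutamate oxidase/HRP/Amplex Red detect glutamate formed by hKGA from L-glutamine (1 mM solution added). Buffer 45 mM KH2PO4 pH 8.2, 0.02% Tween-20; reads at t0 and 30 min RT.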
PI4K2A block = qHTS for small molecular inhibitors of PI4K2A. 0.13% of 420,000 active. activity change, negative = inhibition, % at 76.9 µM. purified PI4K2A, ADP-Glo luminescence, 1 h; active compounds read low; in the data active = activity change below about -50%; inconclusive = mostly about -30% to -49%;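 note: -100% = wells without enzyme as full effect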
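In this quantitative HTS, ADP production by PI4K2A was quantified luminescently after 1 h at ambient temperature; 100 microM adenosine served as plate-quality control.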
Pin1 inhibitor = qHTS Assay to Find Inhibitors of Pin1; Pin1 FP peptide displacement, HiFluor488, 10 min; 0.009% of 390,000 active; Potency, µM (highest dose often 115 µM), without a hit: top-dose activity, negative = inhibition, most hits filed as inhibitors; active = well fitted inhibition curve with a large enough effect in the polarisation, with a control signal flat, not every such curve was filed as active; inconclusive = small, poorly fitted or top-dose-only effect, or effect the other way, or a change in a side signal; inactive = no such curve, though single readings can be large or run the other way; the % refers to the polarisation; note: potency is the fitted concentration of half-maximal effect; % is set by controls: 0 for no effect and ±100 for the full control effect
Target sequence (Q13526 whole entry, looked up): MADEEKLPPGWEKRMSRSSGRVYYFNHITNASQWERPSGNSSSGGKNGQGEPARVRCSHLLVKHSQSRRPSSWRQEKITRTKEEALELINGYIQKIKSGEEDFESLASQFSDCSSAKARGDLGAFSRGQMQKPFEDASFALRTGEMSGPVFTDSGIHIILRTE
TrxR1 substrate = qHTS Assay for Substrates of Mammalian Selenoprotein Thioredoxin Reductase 1 (TrxR1): qHTS | purified TrxR1 substrate turnover, NADPH consumption readout | Potency, µM (top dose mostly 114 µM), inactives show at the highest dose activity change, negative = substrate turnover | 0.01% of 390,000 active | AID 588456, 2011; note: potency is the fitted concentration of half-maximal effect; % is set by controls: 0 for no effect and ±100 for the full control effect; nearly all actives have a fitted effect of over 50% in size
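Rat TrxR1, dispensed at 90 nM, was prereduced with 400 uM NADPH (final) for 5 min at ~22 deg C, then incubated with compound 15 min before 400 uM selenite. A first-read NADPH fluorescence drop versus no-compound background flagged substrates.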
Active calls of the source: *; i = inactive; ? = inconclusive; [ ] = remark or other dose. Unless noted, calls come from the whole dose curve; as a rule, active = well fitted curve in the direction sought with a large enough effect; inconclusive = small, poorly fitted or top-dose-only effect, or another doubt; inactive = no such curve, though single readings can be large; an effect the other way counts as inactive or inconclusive. Some of the compounds tested (hit frequency here may not be typical).

(1) CC1(C)C2SCC(=O)N2CCN1CC(=O)NN (stereo not drawn)
(2) COc1cc([N+](=O)[O-])c2nc(C)ccc2c1[N+](=O)[O-]
(3) O=C1C2CCCC1C(N1CCCCC1)CC2 (stereo not drawn)
(4) c1ccc2c(CNC3CCCCCC3)c[nH]c2c1
(5) Cc1ccccc1O
(6) CCCCCn1c(=O)c(C(=O)NCc2ccccc2Cl)c(O)c2ccccc21

Compound	1	2	3	4	5	6
Pin1 inhibitor	-4%	1%	-2%	-6%	-8%	-7%
HP1b chromo inh	40%[activator]	1%	24%	44%[activator]	24%	94%[activator]
PGK inhibitor	0%	-1%	-2%	i	-4%	5%
GLS inh	0%	5%	5%	5%	16%	9%
rTrxR1 inhibitor	4%[11.4 µM]	?	-5%	0%	37%	9%
TrxR1 substrate	6%[57.1 µM]	-1%	7%[57.1 µM]	-1%	4%[57.1 µM]	-2%
mIDH1 inhibitor	2%	9%	0%	4%	8%	-5%
USP1-UAF1 inh	-5%	-19%	-7%	-7%	-7%	2%
PI4K2A block	3	4	3	3	0	1

(7) CSC1=NP(=S)(SC)N(C)c2nc3n(c21)CCC3 (stereo not drawn)
(8) CC(C)CCNC(=O)c1c(N)n(Cc2ccc3c(c2)OCO3)c2nc3ccccc3nc12
(9) COC(=O)C1=C(c2c(C)noc2C)C[C@@H]2CC[C@H]1N2C(=O)NCc1ccc(F)cc1
(10) CSc1nnc([C@@H](N)Cc2c[nH]c3ccccc23)o1
(11) CC(C)OP(=O)(Oc1ccc(C(O)C(Cl)(Cl)Cl)cc1)OC(C)C (stereo not drawn)
(12) CCCCNc1ccncc1S(=O)(=O)NC(=O)NC(C)C

Compound	7	8	9	10	11	12
Pin1 inhibitor	1%	19%	-3%	8%	-5%	-3%
HP1b chromo inh	-11%	51%[activator]	27%	26%	49%[activator]	12%
PGK inhibitor	7%	i	-6%	2%	-1%	2%
GLS inh	-16%	-8%	2%	2%	-7%	5%
rTrxR1 inhibitor	18%[57.1 µM]	48%[activator]	25%	5%[57.1 µM]	13%	7%
TrxR1 substrate	2%[57.1 µM]	84%[activator]	8%	5%	-1%	6%[57.1 µM]
mIDH1 inhibitor	-2%	-3%	7%	0%	5%	1%
USP1-UAF1 inh	-20%	?	-12%	?	-27%	-12%
PI4K2A block	-1	-2	-1	3	-4	-8

Exported bar-delimited: entries from further up
nr | SMILES | Pin1 inhibitor | HP1b chromo inh | PGK inhibitor | GLS inh | rTrxR1 inhibitor | TrxR1 substrate | mIDH1 inhibitor | USP1-UAF1 inh | PI4K2A block
8 | CC(C)CCNC(=O)c1c(N)n(Cc2ccc3c(c2)OCO3)c2nc3ccccc3nc12 | 19% | 51%[activator] | i | -8% | 48%[activator] | 84%[activator] | -3% | ? | -2
7 | CSC1=NP(=S)(SC)N(C)c2nc3n(c21)CCC3 (stereo not drawn) | 1% | -11% | 7% | -16% | 18%[57.1 µM] | 2%[57.1 µM] | -2% | -20% | -1
10 | CSc1nnc([C@@H](N)Cc2c[nH]c3ccccc23)o1 | 8% | 26% | 2% | 2% | 5%[57.1 µM] | 5% | 0% | ? | 3
11 | CC(C)OP(=O)(Oc1ccc(C(O)C(Cl)(Cl)Cl)cc1)OC(C)C (stereo not drawn) | -5% | 49%[activator] | -1% | -7% | 13% | -1% | 5% | -27% | -4

Remaining list, next part.
(13) CCCC(c1nnnn1Cc1cccs1)N1CCN(c2nc3ccccc3s2)CC1 (stereo not drawn)
(14) COC(=O)C1=C(c2ccccc2)C[C@@H]2CC[C@H]1N2C(=O)NC1CCCCC1
(15) COC(=O)CSc1cc([N+](=O)[O-])cc2c1c(C1OCCO1)nn2-c1ccccc1
(16) Cc1ccc(-c2cc(C(F)F)n3ncc(C(=O)N4CCc5ccccc5C4)c3n2)cc1
(17) COC(=O)C(O)(c1ccc(NC(=S)NC(=O)c2ccccc2)cc1)C(F)(F)F (stereo not drawn)
(18) CC[C@@]1(C(=O)OC)N[C@H](CN(C)C(=O)Nc2ccc(F)cc2)[C@@H]2C(=O)N(Cc3ccccc3)C(=O)[C@@H]21

Compound	13	14	15	16	17	18
Pin1 inhibitor	13%	-3%	?	12%	0%	-4%
HP1b chromo inh	37%[activator]	57%[activator]	25%	79%[activator]	-23%	65%[activator]
PGK inhibitor	-6%	i	-2%	1%	-7%	i
GLS inh	3%	-6%	-2%	0%	17%	-1%
rTrxR1 inhibitor	16%	29%	-6%	22%	?	6%
TrxR1 substrate	5%	11%	-6%	28%	3%	4%
mIDH1 inhibitor	-5%	9%	7%	-3%	0%	9%
USP1-UAF1 inh	-17%	-27%	-10%	-15%	-11%	-29%
PI4K2A block	-2	0	2	-2	0	2

Sorted by molecular weight (falling): three of the compounds above
(13) CCCC(c1nnnn1Cc1cccs1)N1CCN(c2nc3ccccc3s2)CC1 (stereo not drawn)
(15) COC(=O)CSc1cc([N+](=O)[O-])cc2c1c(C1OCCO1)nn2-c1ccccc1
(17) COC(=O)C(O)(c1ccc(NC(=S)NC(=O)c2ccccc2)cc1)C(F)(F)F (stereo not drawn)

Compound	13	15	17
Pin1 inhibitor	13%	?	0%
HP1b chromo inh	37%[activator]	25%	-23%
PGK inhibitor	-6%	-2%	-7%
GLS inh	3%	-2%	17%
rTrxR1 inhibitor	16%	-6%	?
TrxR1 substrate	5%	-6%	3%
mIDH1 inhibitor	-5%	7%	0%
USP1-UAF1 inh	-17%	-10%	-11%
PI4K2A block	-2	2	0

Continuation:
(19) O=C(c1ccc(C(F)(F)F)cc1)N1CCC(c2noc(-c3ccc(S(=O)(=O)N4CCCC4)cc3)n2)CC1
(20) CCCCCCC(=O)N/N=C/c1c(O)n(CCc2ccccc2)c(=O)[nH]c1=O
(21) CCC(C)n1c(O)c(C=NCC2CCCO2)c(=O)[nH]c1=S (stereo not drawn)
(22) Cc1cccc(NP(=O)(Oc2ccccc2F)Oc2ccccc2F)c1C
(23) COc1ccc(-n2c(/C=C/c3ccc(O)cc3)nc3ccccc3c2=O)cc1
(24) CCCCn1c(O)c(/C=N/NC(=O)c2ccncc2)c(=O)[nH]c1=O
(25) Cc1cccc(Cn2cccc(C(=O)Nc3nnc(C)s3)c2=O)c1
(26) O=c1c2ccccc2nc(/C=C/c2ccccn2)n1-c1ccccc1
(27) CC1(C)CC(=O)C(C=NCCN2CCN(C(=O)Cc3ccc(Cl)cc3)CC2)=C(O)C1

Compound	19	20	21	22	23	24	25	26	27
Pin1 inhibitor	1%	14%	-3%	-1%	41%[activator]	23%	4%	4%	-5%
HP1b chromo inh	33%	35%[activator]	25%	29%	52%[activator]	41%[activator]	-6%	34%	18%
PGK inhibitor	-10%	2%	6%	i	-5%	1%	0%	-6%	-7%
GLS inh	-8%	2%	5%	-4%	4%	?	-18%	-8%	-11%
rTrxR1 inhibitor	21%	22%[57.1 µM]	8%[11.4 µM]	-4%[57.1 µM]	13%	-14%[57.1 µM]	7%[57.1 µM]	10%	1%
TrxR1 substrate	-4%	4%[57.1 µM]	7%[11.4 µM]	1%[57.1 µM]	1%	-8%[57.1 µM]	-7%[57.1 µM]	15%	3%
mIDH1 inhibitor	15%	0%	0%	-2%	-5%	-6%	-8%	6%	2%
USP1-UAF1 inh	?	-10%	?	-23%	-19%	-8%	-15%	-28%	-14%
PI4K2A block	2	0	1	1	-2	-1	6	-1	4
